# Source: PubChem BioAssay
# NCI-60 one-dose screen, 48 h, at 10 µM unless noted. Numbers give growth in % (100 = growth as untreated, 0 = no growth, -100 = all killed).
# NCI-H322M: NCI-H322M lung cancer; 80,000 tested, 2.7% active
# NCI-H522: NCI-H522 lung cancer; 78,000 tested, 8% active; AID 1794739
# RXF 393: RXF 393 renal cancer cells; AID 1794773; 77,000 tested, 6.9% active
# TK-10: TK-10 renal cancer cells. 81,000 tested, 3.9% active. AID 1794769
# ACHN: ACHN renal cancer | 81,000 tested, 4.9% active
# UO-31: UO-31 renal cancer. 81,000 tested, 5.2% active. AID 1794768
# NCI-H460: NCI-H460 lung cancer; 82,000 tested, 6.8% active; AID 1794736
# CAKI-1: CAKI-1 renal cancer | 75,000 tested, 4.7% active | AID 1794772
# 786-0: 786-0 renal cancer cells; 81,000 tested, 5.1% active
# Numbers without * were called inactive; / = no result given; & = joins results of further samples; ! = not active in a repeat. The calls were made as follows: active = growth percent below 10; inactive = the rest. Not all compounds are listed, so the mix of outcomes need not match the whole.
cpd | Molecule | NCI-H322M | NCI-H522 | RXF 393 | TK-10 | ACHN
1 | CN(C)CCCC1(c2ccc(F)cc2)OCc2cc(C#N)ccc21 (stereo not given) | 101 | 99 | 119 | 116 | 94
2 | CCOC(=O)[C@H](CCc1ccccc1)N[C@@H](C)C(=O)N1Cc2ccccc2C[C@H]1C(=O)O | 103 | 98 | / | 119 | /
3 | Cc1ccc(N(CC2=NCCN2)c2cccc(O)c2)cc1 | 91 | 102 | 99 | 102 | /
4 | CCNC(=O)Nc1ccc(-c2nc3c(c(N4CCOC[C@@H]4C)n2)CCN(C2COC2)C3)cc1 | 12&39 | 7.0*! | -28* | -22*! | 7.2*!
5 | CCN(CC)CC(O)CNc1c2ccc([N+](=O)[O-])cc2nc2cc(OC)c(OC)cc12 (stereo not given) | -44* | -66* | -43* | 2.3* | 11
6 | CCCCNc1ccc(C(=O)OCCOCCOCCOCCOCCOCCOCCOCCOCCOC)cc1 | 108 | 83 | 91 | 114 | 115
7 | Cn1nccc1Nc1nccc(-c2ccn([C@H](CO)c3ccc(Cl)c(F)c3)c(=O)c2)n1 | 61 | 71 | 108 | 67 | 91
8 | O=C(Nc1ccc(OCc2cccc(F)c2)cc1)c1ccc2nc(NS(=O)(=O)c3ccc4ccccc4c3)sc2c1 | 100 | 88 | 121 | 106 | 104
9 | O=c1oc2c(O)c(O)cc3c(=O)oc4c(O)c(O)cc1c4c23 | 87&102 | 75&99 | 75 | 79&109 | 66&84
10 | O=C(Nc1ccc(OCc2cccc(Cl)c2)cc1)c1ccc2nc(NS(=O)(=O)c3ccc4ccccc4c3)sc2c1 | 88 | 81 | / | 105 | 93

cpd | UO-31 | NCI-H460 | CAKI-1 | 786-0
1 | 79 | 105 | 91 | 101
2 | 84 | 115 | 87 | 103
3 | 80 | 107 | 90 | 97
4 | -6.2*! | 14&26 | 0.6*! | 5.4*!
5 | 4.9* | -50* | 16 | -8.4*
6 | 95 | 109 | 77 | 94
7 | 68 | 99 | 80 | 93
8 | 79 | 110 | 90 | 109
9 | 62&73 | 101&110 | 86&93 | 89&102
10 | 64 | 109 | 78 | 91

# Some of the entries so far, with tabs.
no.	structure	NCI-H322M	NCI-H522	RXF 393	TK-10	ACHN	UO-31	NCI-H460	CAKI-1	786-0
2	CCOC(=O)[C@H](CCc1ccccc1)N[C@@H](C)C(=O)N1Cc2ccccc2C[C@H]1C(=O)O	103	98	/	119	/	84	115	87	103
3	Cc1ccc(N(CC2=NCCN2)c2cccc(O)c2)cc1	91	102	99	102	/	80	107	90	97

# (continued)
cpd | Molecule | NCI-H322M | NCI-H522 | RXF 393 | TK-10 | ACHN
11 | CC(/C=C/c1ccc(Cl)cc1)=N\OCC(=O)NC(C)C | 93 | 82 | 108 | 101 | 94
12 | COc1cccc(Nc2ncnn3ccc(CN4CC[C@@H](N)[C@H](O)C4)c23)c1 | 0.2* | 14 | -41* | -35* | 2.8*
13 | CC(=O)OCC1=CC2OC(=O)C3=COC(OC4OC(CO)C(O)C(O)C4O)C1C32 (stereo not given) | 104 | 93 | 37 | 113 | 111
14 | COc1ccc2[nH]cc(-c3nc(N)nnc3-c3cn(C)c4ccc(OC)cc34)c2c1 | 99 | 55 | 87 | 109 | 88
15 | O=C(Nc1nc2ccc(C(=O)N3CCN(C(c4ccccc4)c4ccccc4)CC3)cc2s1)c1ccc(NCCc2ccccc2)c([N+](=O)[O-])c1 | 103 | 80 | 114 | 104 | 104
16 | CC1(C)CNc2cc(NC(=O)c3cccnc3NCc3ccncc3)ccc21 | 105 | 56 | 95 | 80 | 79
17 | CNC(=O)c1ccc(Nc2ncc(C(F)(F)F)c(NCc3nccnc3N(C)S(C)(=O)=O)n2)cc1 | 2.0* | -25* | -51* | -21* | 3.5*
18 | CCCCCCCCCCCCCCCCCCN | 78 | 81 | 90 | 79 | 84
19 | CC12CC3CC(C)(C1)CC(N)(C3)C2 | 92 | 94 | 112 | 109 | /
20 | C/C(=N\O)c1ccc(N2C(=O)c3cccc4cccc(c34)C2=O)cc1 | 96 | 98 | 114 | 136 | 97

cpd | UO-31 | NCI-H460 | CAKI-1 | 786-0
11 | 80 | 104 | 97 | 98
12 | -34* | 74 | -13* | 13
13 | 97 | 120 | 101 | 99
14 | 80 | 71 | 46 | 95
15 | 74 | 100 | 67 | 102
16 | 85 | 77 | 75 | 100
17 | -6.9* | 0.6* | 0.8* | 8.7*
18 | 75 | 94 | 70 | 82
19 | 81 | 114 | 98 | 99
20 | 84 | 108 | 84 | 104

# (further entries)
cpd | Molecule | NCI-H322M | NCI-H522 | RXF 393 | TK-10 | ACHN
21 | O[C@@H]1Cc2cc(Br)c3ccccc3c2N[C@H](c2ccccc2Cl)C1 | 83 | 81 | 61 | 99 | 89
22 | [2H]c1nc(Nc2ncc(F)c(-c3cc(F)c4nc(C)n(C(C)C)c4c3)n2)c([2H])c([2H])c1CN1CCN(C([2H])([2H])C([2H])([2H])[2H])CC1 | 45 | 58 | 1.5* | 22 | /
23 | CNCCCN1c2ccccc2CCc2ccccc21 | 100 | 95 | 66 | / | 99
24 | Cc1cccc(-c2nn3c(c2-c2ccnc4ccc(C(N)=O)cc24)CCC3)n1 | 111 | 68 | 134 | 101 | 111
25 | C/C=C(\C(=C\C)c1ccc(OC(C)=O)cc1)c1ccc(OC(C)=O)cc1 | 98 | 101 | 99 | 115 | 109
26 | Cc1ccc(=O)n(-c2ccccc2)c1 | 99 | 80 | 97 | 94 | 97
27 | COc1ccc2c(c1)c(C(=O)c1nc(-c3cn(C)c4ccc(OC)cc34)no1)cn2C | 83 | 67 | 89 | 85 | 83
28 | Cc1cn(C2CC(O)C(CO)O2)c(=O)[nH]c1=O (stereo not given) | 103 | 101 | 100 | 104 | 101
29 | COc1cccc2cc(-c3nc(C4CCC(C(=O)O)CC4)n4ncnc(N)c34)[nH]c12 (stereo not given) | 9.8* | -1.7* | -24* | -22* | 4.7*
30 | Oc1ccc(C2CNCCc3c2cc(O)c(O)c3Cl)cc1 (stereo not given) | / | / | 116 | 102 | 98

cpd | UO-31 | NCI-H460 | CAKI-1 | 786-0
21 | 59 | 105 | 87 | 106
22 | 23 | 53 | / | 39
23 | 66 | 104 | 79 | 86
24 | 95 | 111 | 124 | 115
25 | 96 | 99 | 83 | 96
26 | 77 | 103 | 104 | 97
27 | 86 | 64 | 83 | 78
28 | 94 | 109 | 81 | 99
29 | -12* | 11 | -23* | -5.6*
30 | 75 | 109 | 102 | 102

# Next section
cpd | Molecule | NCI-H322M | NCI-H522 | RXF 393 | TK-10 | ACHN
31 | CCCCCCCCCC(=O)OC | 104 | 101 | 113 | 93 | 108
32 | Cc1c(CN2CCN(C(=O)[C@H](C)O)CC2)sc2c(N3CCOCC3)nc(-c3cnc(N)nc3)nc12 | -26* | -12* | -40* | -31* | -11*
33 | CC1=CC[C@@H]2C(C)(C)C(=O)CC[C@@]2(C)[C@@H]1COc1ccc2ccc(=O)oc2c1 | 89 | 54 | 69 | 82 | 74
34 | NC(N)=O | 107 | 112 | 107 | 116 | 95
35 | CCCOC(=O)c1ccc(N)cc1 | 97 | 96 | 88 | 107 | 121
36 | COc1cccc(NC(=O)Nc2ccc3nc(NS(=O)(=O)c4ccc5ccccc5c4)sc3c2)c1 | 101 | 93 | 93 | 99 | 96
37 | [2H]c1nc(Nc2ncc3cc(C(=O)N(C)C)n(C4CCCC4)c3n2)c([2H])c([2H])c1N1CCNCC1 | 71 | 87 | 76 | 55 | 59
38 | C#Cc1cccc(Nc2ncnc3cc(OC)c(OCCCCCCC(=O)NO)cc23)c1 | -8.9* | -58* | -49* | -48* | -30*
39 | Cn1cc(-c2nnc(N)nc2-c2cn(C)c3ccccc23)c2ccccc21 | 96 | 86 | 104 | 109 | 99
40 | CCOC(N)=O | 96 | 106 | 127 | 100 | 101

cpd | UO-31 | NCI-H460 | CAKI-1 | 786-0
31 | 92 | 109 | 102 | 95
32 | -31* | 3.0* | -18* | -19*
33 | 39 | 89 | 47 | 90
34 | 99 | 113 | 102 | 102
35 | 81 | 104 | 97 | 98
36 | 83 | 102 | 91 | 102
37 | 48 | 65 | / | 64
38 | -17* | 1.2* | -69* | -15*
39 | 82 | 99 | 81 | 96
40 | 82 | 120 | 90 | 94

# Compounds from the list above that contain fluorine:
cpd | Molecule | NCI-H322M | NCI-H522 | RXF 393 | TK-10 | ACHN
1 | CN(C)CCCC1(c2ccc(F)cc2)OCc2cc(C#N)ccc21 (stereo not given) | 101 | 99 | 119 | 116 | 94
7 | Cn1nccc1Nc1nccc(-c2ccn([C@H](CO)c3ccc(Cl)c(F)c3)c(=O)c2)n1 | 61 | 71 | 108 | 67 | 91
8 | O=C(Nc1ccc(OCc2cccc(F)c2)cc1)c1ccc2nc(NS(=O)(=O)c3ccc4ccccc4c3)sc2c1 | 100 | 88 | 121 | 106 | 104
17 | CNC(=O)c1ccc(Nc2ncc(C(F)(F)F)c(NCc3nccnc3N(C)S(C)(=O)=O)n2)cc1 | 2.0* | -25* | -51* | -21* | 3.5*
22 | [2H]c1nc(Nc2ncc(F)c(-c3cc(F)c4nc(C)n(C(C)C)c4c3)n2)c([2H])c([2H])c1CN1CCN(C([2H])([2H])C([2H])([2H])[2H])CC1 | 45 | 58 | 1.5* | 22 | /

cpd | UO-31 | NCI-H460 | CAKI-1 | 786-0
1 | 79 | 105 | 91 | 101
7 | 68 | 99 | 80 | 93
8 | 79 | 110 | 90 | 109
17 | -6.9* | 0.6* | 0.8* | 8.7*
22 | 23 | 53 | / | 39

# (list continues)
cpd | Molecule | NCI-H322M | NCI-H522 | RXF 393 | TK-10 | ACHN
41 | NC(=O)C1(N2CCCCC2)CCN(CCCC(=O)c2ccc(F)cc2)CC1 | 53 | -30* | / | 88 | 91
42 | N#Cc1ccc(C(c2ccc(C#N)cc2)n2cncn2)cc1 | / | / | 114 | 103 | 102
43 | CC(C)COC(=O)c1ccc(N)cc1 | 121&90 | 93&90 | 113&107 | 105&104 | 108&107
44 | Cc1ccc(S(=O)(=O)NC(=O)NC2CCCCC2)cc1 | 116 | 114 | 130 | 115 | 113
45 | Cn1cc(-c2nnc(-c3cn(C)c4ncc(Br)cc34)o2)c2cc(F)ccc21 | 97 | 97 | 102 | 139 | 93
46 | Cc1cc2c(F)c(Oc3ncnn4cc(OC[C@@H](C)OC(=O)[C@H](C)N)c(C)c34)ccc2[nH]1 | 41 | 58 | 44 | 36 | 47
47 | C[C@H]1Oc2cc(cnc2N)-c2c(nn(C)c2C#N)CN(C)C(=O)c2ccc(F)cc21 | 104 | 66 | 85 | 74 | 86

cpd | UO-31 | NCI-H460 | CAKI-1 | 786-0
41 | 89 | 12 | 92 | 50
42 | 75 | 107 | 97 | 101
43 | 66&72 | 119&102 | 92 | 101&97
44 | 103 | 100 | 96 | 115
45 | 73 | 100 | 86 | 102
46 | 36 | 39 | 49 | 72
47 | 84 | 97 | 73 | 78

# Three of these compounds, set out differently:
# The line under a structure holds: NCI-H322M	NCI-H522	RXF 393	TK-10	ACHN	UO-31	NCI-H460	CAKI-1	786-0
(41) NC(=O)C1(N2CCCCC2)CCN(CCCC(=O)c2ccc(F)cc2)CC1
  53	-30*	/	88	91	89	12	92	50
(45) Cn1cc(-c2nnc(-c3cn(C)c4ncc(Br)cc34)o2)c2cc(F)ccc21
  97	97	102	139	93	73	100	86	102
(47) C[C@H]1Oc2cc(cnc2N)-c2c(nn(C)c2C#N)CN(C)C(=O)c2ccc(F)cc21
  104	66	85	74	86	84	97	73	78
